Source: PubChem
KCNQ1 pot = potentiates or activates the human KCNQ1 potassium channel. AID 2648. P51787. CHO-K1 KCNQ1, thallium flux FluxOR fluorescence; hits give high values. B-score at 10 µM. hit rate 0.35% among 310,000;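 active = fluorescence ratio B-score, a plate-corrected score, at least three library SD, with initial intensity B-score within 5 SD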
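Test system: CHO-K1 cells stably expressing KCNQ1 / Medium: assay buffer / Also added: depolarizing K+/Tl+ stimulus, K2SO4 and Tl2SO4 each 12.5 mM in 5x stock / Incubation: 90 min dye loading and 20 min compound exposure, both at room temperature / Signal: thallium influx via FluxOR fluorescence, kinetic imaging / Evaluation: B score of baseline-normalized fluorescence ratio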
hERG rescue = hERG (human) protection from proarrhythmic block. CHO-hERG, FluxOR thallium flux, dofetilide IC70 present. Q12809. AID 1511. activation (rescue from dofetilide block), less the hit threshold, % at 10 µM. hit rate 0.51% among 310,000;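 active = activation above the mean of controls blocked by dofetilide plus 5 SD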;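 also: thallium influx through hERG after potassium depolarization seen as dye fluorescence rise; in these data hits start at about 4.7%; inactives centre near -7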
KCNK3 block = human KCNK3 channel inhibition, primary screen | CHO-KCNK3 thallium flux, FluxOR fluorescence; hits give low values | AID 602410 | hit rate 0.84% among 340,000 | O14649 | B-score at 10 µM;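 active = B-score under library mean minus 4 SD, starting fluorescence ratio at most library mean plus 5 SD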;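 also: more negative B-score means stronger inhibition of thallium flux through KCNK3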
KCNK9 block = inhibitors of human KCNK9 two-pore domain potassium channel; HEK293 KCNK9, FluxOR thallium flux fluorescence; hits give low values; AID 488922; hit rate 1.2% among 310,000; Q9NPC2; B-score at 10 µM;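 active = ratio B-score over 3 SD below the library mean, with starting fluorescence within 5 SD of its mean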;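 also: negative B-score means less thallium flux so channel inhibition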
ANO1 activ = activates or potentiates the mouse TMEM16A chloride channel; Q8BHY3; HEK293 TMEM16A/YFP-H148Q/I152L, iodide quench fluorescence; hits give low values; B-score at 10 µM; hit rate 0.3% among 340,000;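 active = fluorescence-ratio B-score plate-corrected deviation score at least 3 library SD below zero, with starting fluorescence score within 5 deviations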;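 also: channel opened by trigger with iodide after compound preincubation; score built on the fluorescence ratio of max minus min over baseline; more negative score means more quench and so TMEM16A activation or potentiation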
Target sequence (Q8BHY3 whole entry, looked up): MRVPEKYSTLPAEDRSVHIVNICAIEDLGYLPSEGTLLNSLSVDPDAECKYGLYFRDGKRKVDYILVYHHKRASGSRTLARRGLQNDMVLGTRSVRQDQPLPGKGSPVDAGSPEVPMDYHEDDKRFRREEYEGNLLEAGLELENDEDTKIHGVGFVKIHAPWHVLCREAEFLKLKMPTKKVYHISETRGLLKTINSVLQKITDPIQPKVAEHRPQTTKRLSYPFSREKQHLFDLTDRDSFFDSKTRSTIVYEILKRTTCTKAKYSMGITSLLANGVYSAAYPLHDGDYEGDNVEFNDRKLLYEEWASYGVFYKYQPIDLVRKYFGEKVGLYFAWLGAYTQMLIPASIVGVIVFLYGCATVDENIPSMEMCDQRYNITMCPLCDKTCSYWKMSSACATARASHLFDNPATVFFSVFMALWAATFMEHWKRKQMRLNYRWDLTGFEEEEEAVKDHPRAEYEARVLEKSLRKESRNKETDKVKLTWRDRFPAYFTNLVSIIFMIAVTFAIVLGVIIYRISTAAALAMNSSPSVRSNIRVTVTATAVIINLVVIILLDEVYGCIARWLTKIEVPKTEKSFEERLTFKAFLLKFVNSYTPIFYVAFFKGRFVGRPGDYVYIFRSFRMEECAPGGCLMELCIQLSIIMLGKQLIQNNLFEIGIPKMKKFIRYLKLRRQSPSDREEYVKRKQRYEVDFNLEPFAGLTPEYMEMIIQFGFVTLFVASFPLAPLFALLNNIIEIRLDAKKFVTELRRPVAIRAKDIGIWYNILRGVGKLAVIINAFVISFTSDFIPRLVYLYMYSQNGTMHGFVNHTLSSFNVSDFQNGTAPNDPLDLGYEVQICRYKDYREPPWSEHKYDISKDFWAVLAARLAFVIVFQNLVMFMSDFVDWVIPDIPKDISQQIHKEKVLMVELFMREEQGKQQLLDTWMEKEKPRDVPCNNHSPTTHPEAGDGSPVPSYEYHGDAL
HDAC3 inhib = blocks human histone deacetylase 3. recombinant HDAC3, fluorogenic peptide/trypsin coupled, fluorescence. hit rate 0.15% among 320,000. inhibition, % at 8.3 µM. O15379. AID 2718; in the data active = inhibition above about 26%, passing the limit was not always enough; inconclusive = no clear call, values can overlap the other calls
KCNQ1 inh = blocks the human KCNQ1 potassium channel | P51787 | CHO-K1 KCNQ1, FluxOR thallium flux fluorescence; hits give high values | B-score at 10 µM | hit rate 1.3% among 310,000 | AID 2642;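 active = compounds whose thallium flux B-score, printed positive for inhibition, exceeds three library SD while starting fluorescence stays within three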;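 also: channel opened by potassium depolarization with thallium stimulus after 20 min compound exposure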
ANO1 block = mouse TMEM16A channel inhibition, primary screen | normalized B-score (activity score, 25-100; higher = stronger inhibition) at 10 µM | HEK293 TMEM16A/YFP iodide influx fluorescence, ionomycin | hit rate 1.2% among 310,000;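 active = ratio plate-corrected score three or more library SD toward inhibition, starting fluorescence score within five deviations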;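 also: score derived from kinetic fluorescence span divided by baseline fluorescence per well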
TRPC4 PAM = allosterically enhances the mouse TRPC4 cation channel; AID 2227; hit rate 0.42% among 310,000; B-score at 10 µM; Q9QUQ5; HEK293 TRPC4beta/mu-opioid, DAMGO EC20, Fluo-4 Ca2+ flux; hits give high values;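 active = B-score of calcium response area above 5 SD of library B-scores, with initial fluorescence ratio within 5 SD of library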;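 also: B-score of integrated fluorescence ratio over time as area under calcium response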
TRPC4 act = opens the mouse TRPC4 cation channel; hit rate 0.49% among 310,000; AID 2237; Q9QUQ5; B-score at 10 µM; HEK293 TRPC4beta/mu-opioid, Fluo4 calcium fluorescence; hits give high values;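 active = B-score above 5 SD of library B-scores, and initial fluorescence ratio not above library mean plus 5 SD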;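 also: positive B-score marks a calcium rise read as TRPC4 activation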
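System – HEK293 cells stably co-expressing mouse TRPC4beta and mu-opioid receptor · Signal – Fluo4 calcium-sensitive dye fluorescence, kinetic, 1 Hz baseline · Benchmarks – buffer (low) and maximal DAMGO (high) · Read-out – B score of integrated fluorescence ratio per well · Incubation – dye loading 45 min room temperature, 110 s kinetic read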
Dyrk1A ADPGlo = blocks rat Dyrk1A kinase activity; Q63470; hit rate 0.43% among 310,000; inhibition, % at 12.5 µM; AID 504441; ADP-Glo luminescence, NFATc1 peptide; in the data active = inhibition above about 50%;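 also: plate controls were vehicle with enzyme for no effect and no enzyme for full effect; many of its hits are not listed in these tables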
The depositor's hits bear a star; i = inactive; ? = inconclusive; nt = no result given.

SMILES	KCNQ1 pot	hERG rescue	KCNK3 block	KCNK9 block	ANO1 activ	HDAC3 inhib	KCNQ1 inh	ANO1 block	TRPC4 PAM	TRPC4 act	Dyrk1A ADPGlo
COc1ccccc1NS(=O)(=O)c1ccc(N/N=C(\C)C(C)C)c([N+](=O)[O-])c1	i	-10	i	i	i	-3	i	i	i	i	-7
Cc1ccc(N2CCN(C(=O)N3CCOCC3)CC2)c(C)c1	i	-8	i	i	i	0	i	i	i	i	-2
Cn1c(COc2ccccc2)nnc1SCC(=O)Nc1ccc(S(N)(=O)=O)cc1	i	-9	i	i	i	2	i	i	i	i	4
O=C1C2ON(c3ccc(Br)cc3)C(c3cccnc3)C2C(=O)N1C1CCCCC1 (stereo not given)	i	-2	i	i	i	-2	i	i	i	i	-3
CN1CC(=O)N(CC(=O)N2N=C(c3ccc(Cl)cc3)CC2c2ccco2)C1=O (stereo not given)	i	-3	i	i	i	-7	i	i	i	i	8
Cc1ccc(CNC(=O)CCS(=O)(=O)c2ccc3c(c2)CC(C)N3C(=O)C2CC2)cc1 (stereo not given)	i	-9	i	i	i	?	i	i	i	i	nt
O=C(c1ccc(Cl)cc1)c1ccc(OCC(O)CN2CCCCC2)cc1 (stereo not given)	i	-10	i	i	i	5	i	i	i	i	-4
N/C(=N\OC(=O)COc1ccc(Cl)cc1Cl)c1cccnc1	i	-8	i	i	i	3	i	i	i	i	3
CCn1c(CNC(=O)c2cc(OC)c(OC)c(OC)c2)cc2cc(C)ccc21	i	-1	i	i	i	nt	i	i	i	i	-4
CCc1cccc(C)c1NC(=S)N(Cc1cccnc1)Cc1ccco1	i	-6	i	i	i	-4	i	i	i	i	-1
CCOc1ccc(-c2cc(C(=O)NCCCn3ccnc3)c3ccccc3n2)cc1	i	-10	i	i	i	-8	6*	i	i	i	0
O=C(C1CCN(S(=O)(=O)c2cnc[nH]2)CC1)N1CCN(c2ccc([N+](=O)[O-])cc2)CC1	i	-6	i	i	i	9	i	i	i	i	8

Retrieved by compound from the list above (4):
SMILES	KCNQ1 pot	hERG rescue	KCNK3 block	KCNK9 block	ANO1 activ	HDAC3 inhib	KCNQ1 inh	ANO1 block	TRPC4 PAM	TRPC4 act	Dyrk1A ADPGlo
O=C(C1CCN(S(=O)(=O)c2cnc[nH]2)CC1)N1CCN(c2ccc([N+](=O)[O-])cc2)CC1	i	-6	i	i	i	9	i	i	i	i	8
CCOc1ccc(-c2cc(C(=O)NCCCn3ccnc3)c3ccccc3n2)cc1	i	-10	i	i	i	-8	6*	i	i	i	0
O=C(c1ccc(Cl)cc1)c1ccc(OCC(O)CN2CCCCC2)cc1 (stereo not given)	i	-10	i	i	i	5	i	i	i	i	-4
CCn1c(CNC(=O)c2cc(OC)c(OC)c(OC)c2)cc2cc(C)ccc21	i	-1	i	i	i	nt	i	i	i	i	-4

Next section.
SMILES	KCNQ1 pot	hERG rescue	KCNK3 block	KCNK9 block	ANO1 activ	HDAC3 inhib	KCNQ1 inh	ANO1 block	TRPC4 PAM	TRPC4 act	Dyrk1A ADPGlo
O=C(NCCCN1CCOCC1)C(=O)NCc1ccc(Cl)cc1	i	-10	i	i	i	-2	i	i	i	i	-2
Cc1ccc(C2CC(=O)C=C(O)C2)cc1 (stereo not given)	i	-4	i	i	i	-1	i	100*	i	i	-9
O=C(CCCn1cncn1)N1CCCC(N2CCN(c3ccccc3F)CC2)C1 (stereo not given)	i	-6	i	i	i	3	i	i	i	i	2
COC(=O)C1=C(O)CSC1=Nc1cccc(C(F)(F)F)c1	i	-8	i	i	i	16	i	i	i	i	11
CC1(O)C(=O)c2ccccc2N(c2ccccc2)C1=O (stereo not given)	i	0	i	i	i	5	i	i	i	i	-3
Cc1sc2ncnc(N3CCC(C(=O)Nc4nc5ccc(Cl)cc5s4)CC3)c2c1C	i	-16	i	i	i	0	i	i	i	i	nt
COc1ccc(Oc2cc(C(F)(F)F)cnc2C(N)=O)cc1	i	-13	i	i	i	7	i	i	i	i	-2
CCOc1ccc(/C=N/OCC(=O)Nc2ccc3c(c2)OCO3)cc1	i	-9	i	i	i	4	i	i	i	i	7
COc1ccc(-c2noc(-c3ccccc3-c3ccccc3)n2)cc1	i	-19	i	i	i	-1	i	25*	i	i	-3
O=C(CNC(=O)c1ccccc1F)NC1CCN(Cc2ccccc2)CC1	i	-8	i	i	i	-3	i	i	i	i	3
CN(c1ccccc1)S(=O)(=O)c1ccc(NC(=O)c2ccco2)cc1	i	-4	i	i	i	?	i	i	i	i	5
C=CCOc1c(Cl)cc(CNCCCN2CCOCC2)cc1OC	i	-9	i	i	i	-5	i	i	i	i	-3
O=C(Nc1ccccc1C(=O)O)c1ncn[nH]1	i	-2	i	i	i	nt	i	nt	i	i	8
CCOc1ccc(OCCSc2nc3ccccc3o2)cc1	i	1	i	i	i	-1	i	i	i	i	3
O=C(/C=C/c1ccccc1)C1=C(O)C(=O)N(CCO)C1c1cccc([N+](=O)[O-])c1 (stereo not given)	i	-7	i	i	i	2	i	i	i	i	nt
Cc1cccc(C(=O)Nc2sc3c(c2C(=O)O)CCCC3)c1	i	-9	i	i	i	-11	i	i	i	i	-3
O=S(=O)(Nc1ccc2c(c1)nc1n2CCN(Cc2ccccc2)C1)c1ccc(Cl)cc1	i	-17	i	i	i	-1	i	i	i	i	-3
Cc1[nH]c2ccc3c(ncn3CCC#N)c2c1C	i	-18	i	i	i	4	i	i	i	i	16
CCc1ccc(C2=NNC(=Nc3cccc(S(=O)(=O)N(C)C)c3)SC2)cc1	i	-4	i	i	i	-5	i	i	i	i	-3
CCC(CC)c1nnc(NC(=O)C2CC(=O)N(CCc3ccc(OC)c(OC)c3)C2)s1 (stereo not given)	i	-15	i	i	i	0	i	i	i	i	6
COc1ccc(C(=O)CCC(=O)O)c(C)c1	i	-3	i	i	i	-11	i	i	i	i	0
CCOC(=O)/C(=N\Nc1cccc(C(F)(F)F)c1)N(CCOC)CCOC	i	-13	i	-8.3*	i	6	i	i	i	i	-3
Cc1ccc(C)c2[nH]c(=O)c(CN(CCCN(C)C)C(=O)NCc3ccccc3)cc12	i	-4	i	i	i	5	i	i	i	i	2
CCOc1ccc(NC(=O)c2cnc3scc(C)n3c2=O)cc1	i	-7	i	i	i	-12	i	i	i	i	4
CCCNC(=O)CSc1nc2ccc(OCC)cc2s1	i	-6	i	i	i	0	i	i	i	i	-2
COc1cc2nc(N(CCCN(C)C)C(=O)c3ccc(S(=O)(=O)N4CCc5ccccc54)cc3)sc2cc1OC	i	-14	i	i	i	5	i	i	i	i	5
Cc1ccccc1NC(=O)C(C)N1C(=O)c2ccccc2C1=O (stereo not given)	i	-10	i	i	i	-4	i	i	i	i	9
Cc1oc(-c2ccccc2Cl)nc1CS(=O)(=O)CC(=O)NC(C)c1ccccc1 (stereo not given)	i	-15	i	i	i	4	i	i	i	i	2
COC(=O)c1cc(S(=O)(=O)NCCc2sccc2C)c[nH]1	i	-4	i	i	i	4	i	i	i	i	nt
Cc1ccc(Cc2c(C)nc3nc(SCC(=O)NCCCN4CCCC4)nn3c2C)cc1	i	-8	i	i	i	-7	i	i	i	i	11
CCOc1ccc(C(=O)NC(=S)Nc2cccnc2)cc1	i	-12	i	i	i	3	i	i	i	i	-6
COc1ccc(C(=O)C2CCCN(C(=O)CSC)C2)cc1OC (stereo not given)	i	-7	i	i	i	-5	i	i	i	i	9
CCOc1c(Br)cc(C(N)=O)cc1OC	i	-4	i	i	i	-4	i	i	i	i	9
Cc1ccccc1NC(=O)CSc1ccc(-c2ccco2)nn1	i	-10	i	i	i	-3	i	i	i	i	-4
CCOc1ccc(C(=O)NN2C(=O)C3C4C=CC(O4)C3C2=O)cc1 (stereo not given)	i	-5	i	i	i	-8	i	i	i	i	-1
CCNS(=O)(=O)c1ccc(NC(=S)N2CCc3ccccc32)cc1	i	-10	i	i	i	2	i	i	i	i	-3
OCCNC(=S)Nc1ccc2nsnc2c1	i	-10	i	i	i	2	i	i	i	i	17
CCCCN(C(=O)/C=C/c1ccccc1)C1CCS(=O)(=O)C1 (stereo not given)	i	-10	i	i	i	0	i	i	i	i	2
Cc1c(C(=O)N2CCCCCC2)c(S(=O)(=O)Nc2ccc(F)cc2)c(C)n1C	i	-4	i	i	i	5	i	i	i	i	0
CC(C)N1C(=O)c2ccccc2N(Cc2ccccc2)S1(=O)=O	i	-5	i	i	i	1	i	i	i	i	-20
CC1=C(C)C(=O)N(c2ccc(C(=O)O)cc2)C1=O	i	-5	i	i	i	1	i	i	i	i	3
CC(NC(=O)c1ccc(Br)cc1Br)c1ccccc1 (stereo not given)	i	-10	i	i	i	-1	i	i	i	i	-2
Cc1ccc(S(=O)(=O)N2CCCC(C(=O)NCC3COCCO3)C2)cc1 (stereo not given)	i	-7	i	i	i	1	i	i	i	i	6
Cn1cc(S(=O)(=O)N2CCN(c3cccc(Cl)c3)CC2)c(=O)n(C)c1=O	i	-10	i	i	i	-4	i	i	i	i	-9
Cc1cc2oc(=O)cc(C)c2cc1NC(=O)CCC(=O)O	i	-4	i	i	i	-9	i	i	i	i	-4
CCc1cccc(NC(=O)CSCc2cc(=O)[nH][nH]2)c1	i	-7	i	i	i	-1	i	i	i	i	2
CCOc1ccc(NC(=S)Nc2ccc(OCC)cc2)cc1	i	-21	i	i	i	7	i	i	i	i	-1
CCN(CC)C(=O)c1[nH]cnc1C(=O)N[C@@H](Cc1ccccc1)C(=O)OCc1ccccc1	i	-15	i	i	i	5	i	i	i	i	0
CC(C)=CC(=O)OCC(=O)Nc1ccc(Cl)cc1	i	-9	i	i	i	8	i	i	i	i	-1
O=C(c1cc[n+]([O-])cc1)N1CCc2c([nH]c3ccccc23)C1c1ccccc1Cl (stereo not given)	i	-4	i	i	i	10	i	i	i	i	0
CCCOc1ccc(CC(=O)NCc2ccco2)cc1OC	i	-8	i	i	i	2	i	i	i	i	-3
COC(=O)c1ccc(CN2CCC(Oc3cccc(C(=O)N4CCOCC4)c3)CC2)cc1	i	-13	i	i	i	4	i	i	i	i	-3

Looked up above:
Result for `COC(=O)c1ccc(CN2CCC(Oc3cccc(C(=O)N4CCOCC4)c3)CC2)cc1` under HDAC3 inhib: 4
Result for `CCCOc1ccc(CC(=O)NCc2ccco2)cc1OC` under HDAC3 inhib: 2

The list is partial; count on the stated rates, not on these rows.
